# GALK inh: qHTS Assay for Inhibitors of Human Galactokinase (GALK); AID 1868, 2009; Purified GALK, Kinase-Glo residual ATP luminescence; Potency, µM (series often up to 57.5 µM), for the others: top-dose activity change, negative = inhibition, most hits filed as inhibitors; 270,000 compounds, 0.007% hits; also: potency is read from the fitted curve at half-maximal effect; % is scaled to controls: 0 for no effect and ±100 for the full control effect
#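 Kinase-Glo Plus luminescence measured ATP left after a 1 h room-temperature reaction. The reaction used 5 nM GALK, 100 uM galactose and 35 uM ATP at pH 8.0 (20 mM HEPES, 5 mM MgCl2, 60 mM NaCl, 1 mM DTT, 0.01% BSA).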
# TRPV1 ag: HTS Assay for Compounds that Act as Agonists of the Vanilloid Receptor 1 | activation, % at 8.33 µM | AID 540275, 2011 | TRPV1-expressing cells, Fluo-8 calcium influx, agonist mode | 320,000 compounds, 0.19% hits; in the data active = activation above about 80%; inconclusive = between about 30% and that limit; also: 0% is about no effect
#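 TRPV1-expressing cells were cultured overnight at 35.5C and loaded with Fluo-8 calcium dye for 40 to 90 min at room temperature. After a 10 s baseline, compound was added and calcium influx was read kinetically for 3 min (ex 480/em 520 nm).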
# MLL CXXC-DNA inh: qHTS Fluorescence Polarization Assay for Inhibitors of MLL CXXC domain - DNA interaction. Potency, µM (titrated, usually from 115 µM), for inactives: at the highest dose activity change, negative = inhibition, actives largely listed as inhibitors. 290,000 compounds, 0.037% hits. Histone-lysine N-methyltransferase 2A (Homo sapiens), Q03164. MLL-CXXC / FITC-HOXA9 DNA fluorescence polarization; active = well fitted inhibition curve with a large enough effect in the polarisation, with a control signal flat, not every such curve was filed as active; inconclusive = small, poorly fitted or top-dose-only effect, or effect the other way, or a change in a side signal; inactive = no such curve, though single readings can be large or run the other way; the % refers to the polarisation; also: potency is read from the fitted curve at half-maximal effect
#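 Steps: dispense CXXC domain solution (7 uM) → pin compounds or unlabeled HOX-A9 DNA control → 5 min ambient → add FLSN-HOX-A9 solution (50 nM) → spin → 30 min ambient → fluorescence polarization. Tris pH 7.5/NaCl/DTT/BSA buffer.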
# Menin MLL FP TR: qHTS Assay for Inhibitors Targeting the Menin-MLL Interaction in MLL Related Leukemias: Competition With Texas Red Labeled MLL-derived Mutant Peptide. O00255. Menin + Texas Red MLL mutant peptide, fluorescence polarization. Potency, µM (titrated, usually from 61.6 µM), for the others: top-dose FP activity change, negative = inhibition, usual class: inhibitors. 270,000 compounds, 0.23% hits; active = well fitted inhibition curve with a large enough effect in the polarisation, with a control signal flat, not every such curve was filed as active; inconclusive = small, poorly fitted or top-dose-only effect, or effect the other way, or a change in a side signal; inactive = no such curve, though single readings can be large or run the other way; the % refers to the polarisation; also: potency is read from the fitted curve at half-maximal effect; % of control where 0% means no effect; many of its hits are not listed in these tables
# PKM2 activator: qHTS Assay for Activators of Human Muscle isoform 2 Pyruvate Kinase. 260,000 compounds, 0.34% hits. purified PKM2, Kinase-Glo ATP luminescence, activation; response scale: 0% is enzyme alone, no compound. Potency, µM (series often up to 57.5 µM), inactives show at the highest dose activation, hits mostly activators. Pyruvate kinase PKM (Homo sapiens), P14618; also: potency is read from the fitted curve at half-maximal effect; % is scaled to controls: 0 for no effect and ±100 for the full control effect; nearly all actives have a fitted effect of over 55% in size
#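 hPK-M2, >95% pure; 0.1 mM ADP / 0.5 mM PEP final; imidazole pH7.2 buffer w/ 7 mM MgCl2, 50 mM KCl; 1 h RT; Kinase-Glo lum. Intermediate enzyme activity for dual inhibitor/activator qHTS.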
# B2AR arrestin: qHTS assay of beta-arrestin-biased ligands of beta2-adrenergic receptor. Beta-2 adrenergic receptor (Homo sapiens), P07550. beta-arrestin recruitment to beta2AR, cell-based reporter. Potency, µM (doses to about 46.1 µM), inactives show at the top dose activation, actives largely listed as activators. 330,000 compounds, 0.02% hits. AID 492947, 2010;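 also: potency is read from the fitted curve at half-maximal effect; 0% = DMSO controls and full agonism = EC100 isoproterenol or metaproterenol; nearly all actives have a fitted effect of over 65% in size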
# hERG WT inh: qHTS for Inhibitors of KCHN2 3.1: Wildtype qHTS; activity change, % at 1.84 µM; U2OS, BacMam KCNH2, thallium flux FluxOr; active compounds read low; Voltage-gated inwardly rectifying potassium channel KCNH2 (Homo sapiens), Q12809; 340,000 compounds, 0.37% hits;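 active = maximum activity change below -70%; inconclusive = maximum activity change between -70% and -50%; inactive = maximum activity change above -50%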; also: % is scaled to controls: 0 for no effect and ±100 for the full control effect
#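 U2OS cells transduced with wild-type KCNH2 virus are loaded with FluxOr dye for 45 min, and thallium flux is measured in kinetic reads before and after stimulation buffer. Rate constants are normalized to DMSO controls.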
# KCNH2 3.1 block: qHTS for Inhibitors of KCHN2 3.1: Mutant qHTS. 340,000 compounds, 0.95% hits. U2OS KCNH2 3.1, thallium flux FluxOr; active compounds read low. activity change, % (tested at about 1.8 µM);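 active = maximum activity change below -70%; inconclusive = maximum activity change from -70% to -50%; inactive = maximum activity change above -50%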;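 also: thallium influx rate constant from kinetic fluorescence after stimulation buffer; % is scaled to controls: 0 for no effect and ±100 for the full control effect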
#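 Normalized rate constant (relative to positive and negative DMSO controls) derived from a 2 min kinetic fluorescence read after stimulation; U2OS cells expressing the 3.1 isoform via virus at 1.77 x 10^8 /mL.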
# Giardia killer: Small Molecules that selectively kill Giardia lamblia: qHTS; Giardia lamblia trophozoite viability; 340,000 compounds, 0.15% hits; activity change, % at 7.66 µM, hits read low; AID 540267, 2011; in the data active = activity change below about -80%; inconclusive = between about -30% and that limit;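 also: parasites exposed to compound for two days anaerobically before the ATP read; % is scaled to controls: 0 for no effect and ±100 for the full control effect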
#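 Giardia trophozoites, 100 cells per well, were exposed to compounds for 48 hrs at 37 deg C under anaerobic conditions; viability was then read as ATP content by bioluminescence after 15-30 min at room temperature.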
# USP2a inh: qHTS Assay for Inhibitors of Ubiquitin-specific Protease USP2a Using CHOP2 as the Reporter; AID 463254, 2010; Potency, µM (top dose mostly 38.3 µM), for inactives: at the highest dose activity change, negative = inhibition, most hits filed as inhibitors; USP2 core, Ub-CHOP2 coupled fluorogenic reporter, 485/531; Ubiquitin carboxyl-terminal hydrolase 2 (Homo sapiens), O75604; 330,000 compounds, 0.01% hits;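 also: potency is read from the fitted curve at half-maximal effect; plate controls were DMSO wells for no effect and full inhibition by NEM control for full effect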
#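 Deubiquitinase activity read as fluorescence (485/531 nm) after Ub-CHOP2 cleavage activates the enterokinase reporter on its substrate; USP2 core 10nM, Ub-CHOP2 and substrate 25nM each, 30min compound preincubation then 60min RT; data normalized to NEM, curves fitted.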
# Coupling enz: qHTS Assay for Inhibitors of Fructose-1,6-bisphosphate Aldolase from Giardia Lamblia: Coupling assay counterscreen; 290,000 compounds, 0.67% hits; AID 2472, 2010; activity change, negative = inhibition, % at 58.2 µM, hits read low; coupling enzyme system counterscreen, AmpLite Red fluorescence; in the data active = activity change below about -30%; also: % is scaled to controls: 0 for no effect and ±100 for the full control effect
#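 Coupling enzymes only (glyceraldehyde-3-phosphate) + compound, at 57.5 uM final, 10 min RT; add substrate/coupling/AmpLite Red mix, 20 min RT; fluorescence ex 525/em 598 nm. Actives flag coupling-system interference.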
# * hit, by the source's call; ? = inconclusive; / = not tested or not shown; & = joins results of further samples; [ ] = another dose, or the depositor's remark. Unless noted, calls follow the shape of the dose curve; as a rule, active = well fitted curve in the direction sought with a large enough effect; inconclusive = small, poorly fitted or top-dose-only effect, or another doubt; inactive = no such curve, though single readings can be large; an effect the other way counts as inactive or inconclusive.
mol	GALK inh	TRPV1 ag	MLL CXXC-DNA inh	Menin MLL FP TR	PKM2 activator	B2AR arrestin	hERG WT inh	KCNH2 3.1 block	Giardia killer	USP2a inh	Coupling enz
Cc1sc(N2C(=O)C3C(C2=O)[C@H]2C=C[C@@H]3C2)c(C#N)c1C (stereo not given in full)	-2%	7	1%	/	0%	0.3%	2	16	0	3%	1
COc1ccccc1/C=C/CN1CCC(n2nccc2NC(=O)CCc2ccccc2)CC1	-6%	9	31%[activator]	0%	/	-0.3%	37	-30	8	2%	1
O=[N+]([O-])c1ccc(N/N=C/c2c[nH]c3ccccc23)cc1	1%	19	-2%	?	-2%	-0.5%	-44	-11	8	-2%	-2
COc1ccc(C(=O)Nc2ccccc2C(=O)N2CCOCC2)cc1	7%	3	0%	2%	-1%	-0.2%	-4	0	26	5%	0
CCOC(=O)c1csc(NC(=O)c2ccc(OCC)cc2)n1	-1%	5	-1%	2%	4%	0.1%	-10	7	-7	3%	-3
COCCN(C(=O)COc1ccccc1)c1nnc(-c2cccnc2)s1	2%	-1	-5%	4%	4%	-1.0%	0	-12	-1	-3%	1
CCCCCCCCNC(C)C(O)c1ccc(SC(C)C)cc1 (stereo not given)	1%	7	12%	?	3%	-1.0%	-16	-25	3	-2%	-1&1
COc1cccc(CNC(=O)C2CCN(C(=O)N3CC(C)Oc4ccccc43)CC2)c1 (stereo not given)	/	17	/	-3%	-10%	0.4%	1	-15	-19	-2%	1
CCc1noc(C)c1C(=O)N1CCCSC1=Nc1ccccc1	/	7	/	/	/	0.3%	-3	7	4	3%	/
CCOc1ccc(C(=O)COC(=O)c2cc(=O)[nH]c3ccccc23)cc1	/	-2	/	/	/	-1.6%	-3	2	-12	5%	/
C=C(C)C(=O)Nc1ccc(NC(C)C)cc1	7%	-1	-9%	-4%	-10%	3.5%	8	8	-9	1%	0
CN1CCN(c2ccc(S(=O)(=O)N3CCCCC3)cc2NC(=O)COc2ccc([N+](=O)[O-])cc2)CC1	/	3	/	/	/	-0.3%	-20	?	2	-2%	/
COCCNC(=S)N/N=C/c1ccccc1C(=O)O	2%	-2	-3%	7%	-8%	-0.8%	54	5	5	2%	3
O=C(/C=C/c1ccccc1[N+](=O)[O-])NCC1CCCO1 (stereo not given)	0%	8	-5%	-6%	-13%	0.0%	-3	-5	?	3%	1
O=C1CN(C(=O)c2cc3ccccc3o2)c2ccccc2N1	-2%	2	-6%	5%	5%	-0.5%	-1	3	-1	0%	-7
O=C1CCC(C(=O)NCc2cccnc2)N1 (stereo not given)	-2%	-3	-4%	-13%	1%	0.2%	24	2	10	3%	2
CCOC(=O)N1CCN(C(=O)Nc2ccccc2)CC1	4%	1	-4%	6%	-6%	-0.8%	-13	10	-3	0%	2
CCOC(=O)C1CCN(C2CC(=O)N(c3cccc(Cl)c3)C2=O)CC1 (stereo not given)	1%	-2	10%	9%	-2%	0.0%	-4	7	-5	4%	0
COc1cc(CCC(=O)OCc2ccccc2C#N)cc(OC)c1OC	-2%	-2	4%	-1%	-13%	0.0%	-14	-1	-23	1%	-1
N#Cc1cnn(-c2ccccc2)c1N	9%	2	1%	0%	1%	-1.1%	23	9	26	-1%	3
O=S(=O)(CCN1C=CC(C(F)(F)F)=NCC1)c1ccc(F)cc1	-2%	1	-5%	/	0%	0.5%	2	5	13	2%	0
CCOCCCNC(=S)Nc1ccc2nc(N3CCCC3)cc(C)c2c1	0%	-6	4%	-5%	-3%	-0.3%	-5	-12	-4	2%	-4
O=C(C1CCN(S(=O)(=O)c2cccc3cccnc23)CC1)N1CCN(c2ccc(Cl)cc2)CC1	0%	/	-3%	4%[11.7 µM]	7%	0.5%	-6	-19	-12	0%	4
CC1CC(C)CN(S(=O)(=O)c2ccc3c(c2)oc(=O)n3CC(=O)NCc2cccnc2)C1 (stereo not given)	-5%	4	4%	/	0%	-0.6%	-157*	-2	-15	3%	-2
CC(NC(=O)c1ccncc1)c1ccc(Cl)cc1Cl (stereo not given)	-3%	-1	?	?	/	-0.9%	18	-1	2	0%	-1
CC(C)NC(=O)c1cc2cc([N+](=O)[O-])ccc2s1	-2%	?	-10%	17%	3%	-0.3%	1	16	-3	-1%	4
O=C1CCc2cc(S(=O)(=O)NC(Cc3ccccc3)C(=O)NCC3CCCO3)ccc2N1 (stereo not given)	1%	-2	6%	1%	3%	-0.2%	3	1	-14	1%	0
Cn1nc(C(C)(C)C)cc1C(=O)NN1CCOCC1	-2%	0	5%	/	-1%	-0.6%	3	10	-3	0%	/
CC1(C)Cc2c(cnn2-c2ccccc2)C(=O)/C1=N\NC(=O)c1ccccc1N	1%	12	-8%	2%	1%	-0.4%	0	2	7	-6%	1
CCOc1ccc(CCNC(=O)Nc2cccc(OC)c2)cc1OCC	1%	2	-6%	23%	/	0.1%	9	-17	-25	2%	2
Cc1ccccc1C(=O)Nc1cccc(N)c1	-1%	0	-1%	0%	7%	-0.1%	-10	-5	7	2%	-9
CCN1CCN(C(c2cccs2)C(C)NC(=O)C(C)C)CC1 (stereo not given)	0%	0	-6%	11%	-7%	0.2%	-12	27	19	3%	1
O=C(N/C(=C/c1cccs1)C(=O)N1CCCCCC1)c1ccccc1	-3%	4	-17%	-10%	-16%	-0.2%	2	-15	3	-2%	-4
CCC(=O)Nc1ccc(C(=O)NNC(=O)Cc2ccccc2)cc1	1%	1	1%	-5%	4%	0.5%	10	-6	1	2%	5
CC(C)CNC(=O)COC(=O)c1ccc(Cl)c(S(=O)(=O)N2CCc3ccccc32)c1	8%	11	2%	-18%	-1%	-0.3%	5	13	19	1%	0
Cc1nn2c([nH]c(=O)c3ccccc32)c1C=O	-1%	-4	-6%	-20%	0%	-0.5%	5	-1	-18	-1%	-3
Cc1ccc(C)c(CNS(=O)(=O)c2c(C(=O)N3CCCC3)c(C)n(C)c2C)c1	13%	1	7%	-5%	/	-0.8%	5	13	-5	-2%	2
O=C(CN1CCCC1c1cccs1)N1CCN(S(=O)(=O)c2cccc(F)c2)CC1 (stereo not given)	/	3	/	/	/	-0.1%	16	13	-25	3%	/
O=C(CNC(=O)c1cnccc1C(F)(F)F)c1cccc(Cl)c1	-1%	1	-2%	/	8%	-0.1%	9	-4	-1	0%	0
Cc1cccc(OCCCC(=O)Nc2nccs2)c1	0%	?	-3%	0%	10%	-0.3%	7	2	6	-1%	-1
O=C(c1ccc(OC2CCN(Cc3ccccn3)CC2)cc1)N1CCCC(O)C1 (stereo not given)	-1%	-3	-12%	8%	3%	-0.2%	-2	-12	17	0%	1
OCC1(CCOc2ccccc2)CCN(CCCn2cccn2)CC1	2%	-2	15%	-1%	-8%	0.3%	41	-9	-5	5%	3
Cc1ccnc2nc(C(=O)OCC(=O)Nc3ccc([N+](=O)[O-])cc3Br)nn12	/	0	/	/	/	-0.1%	3	-1	10	1%	/
O=S(=O)(c1cccc(S(=O)(=O)N2CCC(Cc3ccccc3)CC2)c1)N1CCOCC1	1%	0	9%	-2%	8%	-0.5%	-25	-24	-13	-2%	0

# Some entries already given with just hERG WT inh and Giardia killer.
canonical_smiles,hERG WT inh,Giardia killer
CCOC(=O)c1csc(NC(=O)c2ccc(OCC)cc2)n1,-10,-7
COCCN(C(=O)COc1ccccc1)c1nnc(-c2cccnc2)s1,0,-1

# Screening data from PubChem.

# An excerpt. The share of hits here may be higher or lower than overall.
